KCNK9 block – human KCNK9 channel inhibition. Q9NPC2. HEK293 KCNK9, FluxOR thallium flux fluorescence; hits give low values. B-score at 10 µM. 1.2% of 310,000 active. AID 488922;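 active = ratio B-score over 3 SD below the library mean, with starting fluorescence within 5 SD of its mean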;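 note: negative B-score means less thallium flux so channel inhibition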
Target sequence (Q9NPC2 whole entry, looked up): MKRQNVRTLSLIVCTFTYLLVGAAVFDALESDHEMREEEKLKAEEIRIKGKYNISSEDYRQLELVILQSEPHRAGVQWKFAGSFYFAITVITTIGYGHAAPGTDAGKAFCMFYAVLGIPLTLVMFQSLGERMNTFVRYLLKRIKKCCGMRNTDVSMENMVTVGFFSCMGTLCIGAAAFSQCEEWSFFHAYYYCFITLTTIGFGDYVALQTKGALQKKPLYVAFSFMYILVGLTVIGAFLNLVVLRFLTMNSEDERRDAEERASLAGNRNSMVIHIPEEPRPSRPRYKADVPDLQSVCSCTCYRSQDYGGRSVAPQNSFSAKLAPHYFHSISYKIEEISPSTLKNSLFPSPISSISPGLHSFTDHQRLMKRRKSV
TRPC4 PAM – TRPC4 (mouse) allosteric potentiation; Q9QUQ5; HEK293 TRPC4beta/mu-opioid, DAMGO EC20, Fluo-4 Ca2+ flux; hits give high values; B-score at 10 µM; 0.42% of 310,000 active; AID 2227;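 active = B-score of calcium response area above 5 SD of library B-scores, with initial fluorescence ratio within 5 SD of library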;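 note: B-score of integrated fluorescence ratio over time as area under calcium response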
Platelet DG rel – platelet dense granule release activity; human platelet-rich plasma, SFLLRN dense granule ATP release, luminescence; inhibition, %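 (compounds screened at 7.5 µM in platelet-rich plasma)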; 0.22% of 300,000 active; AID 1663;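 active = mean replicate score, as percent of positive control, at or above 50; inconclusive = mean below 50 but at least one replicate at or above 50; inactive = mean and every replicate below 50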
Dyrk1A ADPGlo – inhibitors of rat Dyrk1A kinase; AID 504441; 0.43% of 310,000 active; Q63470; ADP-Glo luminescence, NFATc1 peptide; inhibition, % at 12.5 µM; in the data active = inhibition above about 50%;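 note: plate controls were vehicle with enzyme for no effect and no enzyme for full effect; many of its hits are not listed in these tables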
TRPC4 inh – TRPC4 (mouse) channel inhibition | HEK293 TRPC4beta/mu-opioid, DAMGO-evoked Fluo4 calcium flux; hits give low values | B-score at 10 µM | 0.39% of 300,000 active;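 active = B-score over 3 SD under the library average, no early fluorescence shift, positive overall ratio signal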
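test system = HEK293 cells with stable TRPC4beta plus mu-opioid receptor expression | detection = Fluo4 Ca2+ flux fluorescence | read-out = integrated fluorescence ratio relative to baseline, converted to per-well B score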
KCNK3 inh – human KCNK3 channel inhibition, primary screen; O14649; CHO-KCNK3 thallium flux, FluxOR fluorescence; hits give low values; B-score at 10 µM; 0.84% of 340,000 active; AID 602410;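 active = B-score under library mean minus 4 SD, starting fluorescence ratio at most library mean plus 5 SD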;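 note: more negative B-score means stronger inhibition of thallium flux through KCNK3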
Target sequence (O14649 whole entry, looked up): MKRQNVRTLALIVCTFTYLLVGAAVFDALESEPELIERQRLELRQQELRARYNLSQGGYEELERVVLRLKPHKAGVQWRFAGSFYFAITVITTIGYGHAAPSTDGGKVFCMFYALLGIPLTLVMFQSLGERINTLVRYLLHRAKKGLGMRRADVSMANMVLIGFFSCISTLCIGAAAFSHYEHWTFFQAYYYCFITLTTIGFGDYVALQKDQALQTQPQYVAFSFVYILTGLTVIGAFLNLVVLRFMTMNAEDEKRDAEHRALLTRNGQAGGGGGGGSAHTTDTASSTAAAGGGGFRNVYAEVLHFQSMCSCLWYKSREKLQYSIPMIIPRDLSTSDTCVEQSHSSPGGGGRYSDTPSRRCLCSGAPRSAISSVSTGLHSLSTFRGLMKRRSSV
TRPC4 agonist – activators of mouse TRPC4 channel | Q9QUQ5 | HEK293 TRPC4beta/mu-opioid, Fluo4 calcium fluorescence; hits give high values | B-score at 10 µM | 0.49% of 310,000 active | AID 2237;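 active = B-score above 5 SD of library B-scores, and initial fluorescence ratio not above library mean plus 5 SD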;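 note: positive B-score marks a calcium rise read as TRPC4 activation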
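Incubation: 45 min room-temperature Fluo4 loading, 110 s read / System: HEK293 cells stably co-expressing mouse TRPC4beta and mu-opioid receptor / Signal: Fluo4 fluorescence, kinetic / Control set: buffer (low) and maximal DAMGO (high) / Measure: integrated baseline-normalised fluorescence ratio, converted to per-well B score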
KCNQ1 act – potentiates or activates the human KCNQ1 potassium channel; P51787; CHO-K1 KCNQ1, thallium flux FluxOR fluorescence; hits give high values; B-score at 10 µM; 0.35% of 310,000 active; AID 2648;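 active = fluorescence ratio B-score, a plate-corrected score, at least three library SD, with initial intensity B-score within 5 SD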
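Medium – assay buffer, equal DMSO in all wells · Material – CHO-K1 cell line with stable KCNQ1 potassium channel expression · Signal – kinetic FluxOR thallium fluorescence, 10-s 1-Hz baseline, 110-s post-stimulus read · Compound – single concentration per compound, DMSO matched to controls · Schedule – 37 °C overnight plating, 90-min dark dye load, 20-min compound pretreatment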
PolyA inh – inhibitors of polyadenylation in S. cerevisiae. S. cerevisiae SKY197-pL101 polyadenylation reporter, beta-gal luminescence; efflux-impaired pdr1/pdr3 knockout yeast; score 100 = 6 SD above DMSO. calls only at 12 µM. 0.02% of 300,000 active;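 active = lowest replicate activity score at least 50, where 100 means six control SD above control mean; inconclusive = lowest score under 50 but half or more replicates reach 50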;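 note: yeast exposed to compound for 9 h at 30 °C; higher score means more reporter readthrough which indicates perturbed polyadenylation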
hERG protect – hERG (human) protection from proarrhythmic block; Q12809; 0.51% of 310,000 active; activation (rescue from dofetilide block), less the hit threshold, % at 10 µM; CHO-hERG, FluxOR thallium flux, dofetilide IC70 present;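 active = activation above the mean of controls blocked by dofetilide plus 5 SD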;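 note: thallium influx through hERG after potassium depolarization seen as dye fluorescence rise; in these data hits start at about 4.7%; inactives centre near -7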
KCNQ1 block – inhibitors of human KCNQ1 potassium channel | 1.3% of 310,000 active | P51787 | AID 2642 | CHO-K1 KCNQ1, FluxOR thallium flux fluorescence; hits give high values | B-score at 10 µM;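 active = compounds whose thallium flux B-score, printed positive for inhibition, exceeds three library SD while starting fluorescence stays within three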;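 note: channel opened by potassium depolarization with thallium stimulus after 20 min compound exposure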
* marks the source's active call; other numbers are inactive results; i = inactive; u = inconclusive; x = no result given.

mol,KCNK9 block,TRPC4 PAM,Platelet DG rel,Dyrk1A ADPGlo,TRPC4 inh,KCNK3 inh,TRPC4 agonist,KCNQ1 act,PolyA inh,hERG protect,KCNQ1 block
O=C(CN1C(=O)CCS(=O)(=O)c2ccccc21)Nc1cccc(Cl)c1,i,i,2.5,0.7,i,i,i,i,i,-7.4,i
O=C(COC(=O)[C@@H]1CCCN1S(=O)(=O)c1ccc(Cl)cc1)NCC(F)(F)F,i,i,6.6,0.2,i,i,i,i,i,-3.5,i
CCc1ccc(C(=O)Nc2nc3ccccc3[nH]2)cc1,i,i,14.9,11.1,i,i,i,i,i,-8.3,i
CC(C)NC(=O)COc1nncc2ccccc12,i,i,-2.6,-2.5,i,i,i,i,i,-14.2,i
N#Cc1c(-c2ccccc2)c(C#N)c2nc3ccccc3n2c1N,i,i,6.1,4.5,i,i,i,i,i,-4.2,i
Cc1cc(C)c(NS(=O)(=O)c2ccc3c(c2)n(C)c(=O)n3C)c(C)c1,i,i,2.1,-2.8,i,i,i,i,i,-2.6,i
CC(C)(C)NC(=O)CSc1nc(Cc2ccccc2)nc2ccccc12,i,i,-0.5,-1.5,i,i,i,i,i,-19.3,i
C#CCOCCOCCOCCNc1nc(N2CCN(C(=O)[C@H]([C@@H](C)CC)n3cc([C@@H](N)CO)nn3)CC2)nc(N2CCN(C(=O)[C@H](Cc3cc4ccccc4[nH]3)n3cc([C@@H](N)C(C)CC)nn3)CC2)n1 (stereo not given in full),i,i,-0.1,x,i,x,i,i,i,-8.4,i
O=C(CN1C(=O)c2ccccc2S1(=O)=O)NCCSCc1ccccc1Cl,i,i,-16.4,-1.9,i,i,i,i,i,4.2,i
Cc1ccc(C2C(=O)c3ccccc3C2=O)cc1,i,i,4.3,x,i,i,i,i,i,-2.8,i
COc1ccc2c(c1)CCN=C2Cc1ccc(OC)c(OC)c1,i,i,5.5,1.8,i,i,i,i,i,-6.3,i
Cc1oc2c(c(C)cc3oc(=O)c(CC(=O)NCCC(=O)O)c(C)c32)c1C,i,i,0.0,-3.4,i,i,i,i,i,-3.4,i
Cc1ccc(NC(=O)C2CCN(S(=O)(=O)c3ccc4c(c3)NC(=O)CO4)CC2)cc1,i,i,-9.4,-3.6,i,i,i,i,i,-6.0,i
Cc1[nH]nc2c1C(c1ccc(N(C)C)cc1)C1=C(CC(C)(C)CC1=O)N2 (stereo not given),i,i,-1.4,3.2,i,i,i,i,i,-8.2,i
CC(C)OCCCNCC(O)c1ccccc1 (stereo not given),i,i,u,5.0,i,i,i,i,i,-7.2,i
Cc1cccc([C@@H]2[C@@H]3C(=O)N(Cc4ccccc4)C(=O)[C@@H]3[C@]3(C)C(=O)N(c4cccc(F)c4)C(=O)N23)c1,i,i,2.6,4.1,i,i,i,i,i,-7.6,i
COc1ccc(C2=Nc3cccc4cccc(c34)N2)cc1,i,i,1.9,-4.2,i,i,i,i,i,-1.7,i
COc1ccccc1-n1c(C)c(C(C)=O)c2cc(O)ccc21,i,i,-4.8,6.2,i,i,i,i,i,-7.6,i
Cc1cc(C)nc(NCCCc2ccccc2)n1,i,i,1.9,-5.8,i,i,i,i,i,-3.0,i
CCOc1ccc(NC(=O)C2CC(=O)N(c3cc(C)cc(C)c3)C2)cc1 (stereo not given),i,i,-0.9,7.8,i,i,i,i,i,-4.8,i
O=C(O)/C=C(\Oc1ccccc1)C1(O)CCCCC1,i,i,14.5,0.8,i,i,i,i,i,-6.4,i
NC1CCN(c2cccc(Cl)n2)CC1,i,i,-2.1,x,i,x,i,i,i,-4.5,i
Cc1oc(-c2ccccc2Cl)nc1CS(=O)CC(=O)NCc1ccc2c(c1)OCO2 (stereo not given),i,i,2.3,2.4,i,i,i,i,i,-4.9,i
O=C(CNc1ccc(Br)cc1)c1ccccc1,i,i,-0.2,-1.0,i,i,i,i,i,-9.5,i
Cc1ccc(S(=O)(=O)CC#CCOC(=O)c2ccc([N+](=O)[O-])cc2)cc1,i,i,5.9,x,i,x,i,i,i,-5.6,i
COC(=O)c1c(NC(=S)NC(=O)c2ccco2)sc2c1CCCC2,i,i,-3.6,12.6,i,i,i,i,i,-0.2,i
Cc1cc(C)nc(/N=C(\N)Nc2cc([N+](=O)[O-])ccc2C)n1,i,i,-0.9,-4.5,i,i,i,i,i,-16.0,i
COc1ccc(CCN(C)Cc2nc(Cc3ccc(OC)c(OC)c3)no2)cc1OC,i,i,-10.5,0.1,i,i,i,i,i,-13.3,i
Cc1ccc(-c2nnn(CC(=O)N(CCCO)C(C(=O)NC3CCCC3)c3ccc(F)cc3)n2)o1 (stereo not given),i,i,-1.3,-7.7,i,i,i,i,i,-8.3,i
Cc1ccc(NN2C(=O)C=C(c3ccc(Cl)cc3)C2=O)cc1,i,i,56.9*,20.3,i,i,i,i,i,-9.6,i
COc1cccc(NC(=O)CN(c2ccc(C)cc2)S(=O)(=O)c2c(C)nn(C)c2C)c1,i,i,-7.6,2.5,i,i,i,i,i,-19.2,i
COc1ccc(OCC(=O)Nc2cc(NC(=O)COc3ccc(OC)cc3)cc(C(=O)O)c2)cc1,i,i,3.9,x,i,i,i,i,i,-3.7,i
Cc1ccc(C23CC4CC(CC(C(=O)NC(C)C(=O)O)(C4)C2)C3)cc1 (stereo not given),i,i,1.8,-1.5,i,i,i,i,i,-3.1,i
O=C(CN1C(=O)S/C(=C\c2ccccc2Cl)C1=O)NC1C=CS(=O)(=O)C1 (stereo not given),i,i,6.5,0.4,i,i,i,i,i,-4.3,i
CC(=O)CC1(O)C(=O)Nc2ccccc21 (stereo not given),i,i,-2.5,-1.0,i,i,i,i,i,-2.4,i
O=C(c1nc2ccccn2c1CNCCCn1ncc2ccccc21)N1CCOCC1,i,i,-2.4,-4.8,i,i,i,i,i,-10.7,i
CC1CCCCN1CC(=O)Nc1sccc1C#N (stereo not given),i,i,8.9,-4.2,i,i,i,i,i,-4.2,i
Cn1c(=O)c2c(nc(N3CCCCCC3)n2CCSc2nc3ccccc3o2)n(C)c1=O,i,i,3.0,2.9,i,i,i,i,i,-13.9,i
O=C1NC2(CCCCC2)N=C1c1ccc(Br)cc1,i,i,1.0,2.4,i,i,i,i,i,-5.3,i
O=C(Cn1c(=O)c2c(ncn2Cc2ccccc2)n(Cc2ccccc2)c1=O)N1CCc2ccccc21,i,i,-6.2,-2.7,i,i,i,7*,i,-8.8,i
COc1ccc(NC(=O)c2cccc(N3C(=O)C4C5CCC(C5)C4C3=O)c2)cc1 (stereo not given),i,i,-8.7,-0.1,i,i,i,i,i,-6.7,i
O=C(O)c1cccc(N(CCO)CCO)c1,i,i,-6.9,-7.3,i,i,i,i,i,-10.4,i
CC(=O)N/C(=C\c1ccccc1)C(=O)OCc1cc(C)ccc1C,i,i,-29.1,-0.4,i,i,i,i,i,-4.5,i
CCc1ccc(S(=O)(=O)Nc2cc3c(cc2N2CCOCC2)n(C)c(=O)c(=O)n3C)cc1,i,i,-3.7,7.3,i,i,i,i,i,-7.3,i
CC(=O)Nc1ccc(SCC(=O)Nc2oc(C)c3c(C)n[nH]c(=O)c23)cc1,i,i,x,0.3,i,i,i,i,i,-14.0,i
CCN(CC(=O)Nc1c(F)cccc1F)C(=O)CCc1nc2cc(S(=O)(=O)N3CCOCC3)ccc2n1C,i,i,-1.2,-11.2,i,i,i,i,i,-10.4,i
CCCCn1c(-c2nn(C)cc2Cl)n[nH]c1=S,i,i,6.9,6.2,i,i,i,i,i,-5.4,i
CCOc1ccc(CNC(=O)C2CCCN(S(C)(=O)=O)C2)cc1OC (stereo not given),i,i,-5.8,-1.7,i,i,i,i,i,-8.6,i
COc1ccc(NC(=O)Nc2ccon2)cc1OC,i,i,-4.6,1.2,i,i,i,i,i,-4.8,i
COC(=O)CCC(=O)Nc1nccs1,i,i,5.8,2.5,i,i,i,i,i,-10.7,i
CC(C(=O)NC1CCCC1)N(c1ccc(Oc2ccccc2)cc1)S(C)(=O)=O (stereo not given),i,i,-6.5,-4.1,i,i,i,i,i,-2.8,i
O=C(O)C1CCCN1S(=O)(=O)c1ccc2c(c1)CCC2 (stereo not given),i,i,-16.5,-2.3,i,i,i,i,i,-1.3,i
Cc1[nH]c2ccccc2c1SCC(=O)N1CCN(c2ccccc2)CC1,i,i,0.3,1.7,i,i,i,i,i,-10.0,i
COc1ccc2c(c1)C(c1ccccc1)NC(=O)C2 (stereo not given),i,i,6.8,34.0,i,i,i,i,i,-0.9,i
CSc1ccc(NC(=O)NCc2ccccc2)cc1,i,i,-0.4,1.2,i,i,i,i,i,-8.3,i
Cc1ccc(-n2nc3c(=O)n(CC(=O)NCc4cccs4)nc(C)c3c2C)cc1,i,i,-4.1,0.1,i,i,i,i,i,-8.3,i
O=C(NCCS(=O)(=O)NC1CCCCC1)c1ccccc1,i,i,1.9,x,i,i,i,i,i,-7.5,i
CSc1nnc(N2C(=O)C(O)=C(C(=O)c3ccco3)C2c2cccc(Cl)c2)s1 (stereo not given),i,i,-4.2,-0.8,i,i,i,i,i,-21.4,9*
Cc1cc(C)c2c(-n3cccc3)c(C(=O)NNS(=O)(=O)c3ccccc3)sc2n1,i,i,0.1,4.1,i,i,i,i,i,-9.1,i
CCc1ccc(N/C(SCc2cccc(F)c2)=C(/C#N)C(=O)NCc2ccco2)cc1,i,i,8.0,3.8,i,i,i,i,i,-8.6,i

New compounds follow.
mol,KCNK9 block,TRPC4 PAM,Platelet DG rel,Dyrk1A ADPGlo,TRPC4 inh,KCNK3 inh,TRPC4 agonist,KCNQ1 act,PolyA inh,hERG protect,KCNQ1 block
CC(=O)c1ccc(NC(=O)C(C)Sc2nnc(C3CCCCC3)o2)cc1 (stereo not given),i,i,7.6,x,i,x,i,i,i,-6.9,i
O=C(Nc1nc2c(F)cccc2s1)c1ccc([N+](=O)[O-])o1,i,i,0.6,4.1,i,i,i,i,i,-2.8,i
CCc1ccc(CN(C)C(=O)C2CCC(=O)N(CCc3ccc(OC)cc3)C2)nc1 (stereo not given),i,i,-10.9,0.8,i,i,i,i,i,-5.6,i
COc1ccc(C2CC(=O)c3cc(OC)c(OC)cc32)cc1OC (stereo not given),i,i,6.4,-2.6,i,i,i,i,i,-10.7,i
Nc1ccc(S(=O)(=O)N2CCCC2)cc1,i,i,0.9,-4.7,i,i,i,i,i,-1.2,i

These rows are one share of the data. The share of hits here may be higher or lower than overall.
